miR-122 sensor = miR-122 Renilla sensor signal increase in Huh7, primary screen, miR-122 inhibitor project, cell-based, single point, plate reader; Huh7 miR-122 Renilla luciferase sensor, 48 h; neutral wells = 0, positive control = 100; activation (reporter increase), % at 12.5 µM; 0.3% of 340,000 active; AID 602342, 2012;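 active = mean replicate activation score at least 90 and every replicate individually at or above 90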;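 also: higher luciferase means less miR-122 activity so hits act as miR-122 inhibitors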
* hit, by the source's call.

SMILES | miR-122 sensor
COc1ccc(OC)c(NC(=O)C2C3CC4OC(=O)C2C4C3)c1 (configuration not stated) | 1
COC(=O)c1ccc(Oc2ccc(C(C)(C)C)cc2)c([N+](=O)[O-])c1 | 2
CCC(C)(C)NC(=O)CN(C(=O)CCC(=O)Nc1cc(C)ccn1)c1ccc2c(c1)OCO2 | 5
CCCCc1ccc(NC(=O)N2CCN(c3cc(C)nc4ccccc34)CC2)c(C)c1 | -3
O=S(=O)(c1ccc(OCC(O)CN2CCN(c3ccc(F)cc3)CC2)cc1)N1CCOCC1 (configuration not stated) | 1
Cc1ccc(-c2noc(CCC(=O)NCCCN3CCN(c4ccc(F)cc4)CC3)n2)cc1 | -3
CC(=O)N(CN1C(=O)c2ccc([N+](=O)[O-])cc2C1=O)c1ccc(F)cc1 | -4
CN(Cc1nc(-c2cccnc2)no1)S(=O)(=O)c1ccccc1 | 1
CSc1cc(C)n(-c2ccccc2)c(=S)c1C(C)=O | -4
CS(=O)(=O)c1ccc(Cl)c(NC(=O)COC(=O)CNC(=O)c2ccc(Br)o2)c1 | -10
COc1ccccc1NC(=O)C(=O)N/N=C(\C)CC(=O)Nc1ccc(OCc2ccccc2)cc1 | 11
COc1cccc(-c2nnc(SCC(=O)Nc3ccc4c(c3)OCCO4)n2Cc2ccco2)c1 | -7
CC(=O)c1cccc(NC(=O)c2ccc(N(C)S(C)(=O)=O)cc2)c1 | 2
Cc1ccc(OCCCN(C)C)c(Br)c1 | -7
Cc1ccc(-c2cc(NC(=O)CSc3n[nH]c(N)n3)n(-c3ccccc3)n2)cc1 | 43

Already shown: an excerpt of the list.
SMILES | miR-122 sensor
COc1ccccc1NC(=O)C(=O)N/N=C(\C)CC(=O)Nc1ccc(OCc2ccccc2)cc1 | 11
COc1cccc(-c2nnc(SCC(=O)Nc3ccc4c(c3)OCCO4)n2Cc2ccco2)c1 | -7
CC(=O)c1cccc(NC(=O)c2ccc(N(C)S(C)(=O)=O)cc2)c1 | 2
Cc1ccc(OCCCN(C)C)c(Br)c1 | -7
Cc1ccc(-c2cc(NC(=O)CSc3n[nH]c(N)n3)n(-c3ccccc3)n2)cc1 | 43

Additional records follow.
SMILES | miR-122 sensor
Cc1cc(C)c2c(CN3CCN(Cc4ccc5c(c4)OCO5)CC3)cc(=O)oc2c1 | 1
Cc1ccc(C(=O)CC2(O)C(=O)N(CN3CCOCC3)c3ccccc32)cc1 (configuration not stated) | -1
COc1ccc(NC(=O)CSc2nc(O)cc(=O)n2C)cc1 | 0
O=C(Nc1ccc(Cl)cc1Cl)C1CCC(=O)N1Cc1ccccc1Cl (configuration not stated) | 3
Cc1ccc(C)c(N2CCN(CC3CC=CCC3)CC2)c1 (configuration not stated) | 4
CC(C)COC(=O)C(N)C(C(=O)OCC(C)C)c1ccccc1 (configuration not stated) | -6
COC(=O)c1c(NC(=O)c2cccnc2)sc(C)c1C | 2
Cn1nc(C(C)(C)C)cc1C(=O)N1CCC(C)(C(=O)NS(=O)(=O)C2CC2)C1 (configuration not stated) | -4
CCOc1cc(CN2CCOCC2)cc(C(C)=O)c1 | 2
Cc1ccc(CN2C(=O)CCSc3ccc(Cl)cc32)cc1 | 15
COC(=O)c1ccc(/C=C(\C#N)c2nc3ccccc3s2)cc1 | -1
CC(C)C(c1nnnn1Cc1ccccc1)N1CCN(Cc2ccco2)CC1 (configuration not stated) | 0
COc1ccc(C2C(Oc3ccccc3C)C(=O)N2Cc2ccc(F)cc2)cc1OC (configuration not stated) | 17
O=C1C=C(NCC2CCCO2)CC(c2ccccc2)C1 (configuration not stated) | -10
Cc1ccc(OCCC(=O)Nc2c(C)n(C)n(-c3ccccc3)c2=O)cc1 | -5
Cc1cnc(NC(=O)C2CCCC2)s1 | 3
O=C1c2ccccc2C(=O)N1CSc1nnc2c3ccccc3n(CCc3ccccc3)c2n1 | -5
O=C(CNC(=S)N(Cc1ccccc1F)C1CCCCC1)NC1CC1 | 6
O=C(CN1C(=O)C2C3C=CC(C3)C2C1=O)N1CCc2ccccc2C1 (configuration not stated) | 0
CCCC1CCc2c(c3ccccc3[nH]c2=O)O1 (configuration not stated) | 6
O=c1c2ccccc2nc(COc2ccccc2)n1/N=C/c1ccco1 | -3
O=C(Nc1cccc(C(F)(F)F)c1)C1C2CC3OC(=O)C1C3C2 (configuration not stated) | 0
CC(C)=C1SC(N2CCOCC2)=NC1=O | -3
CC(=O)c1c(C)[nH]c(C(=O)OC2CCCCC2=O)c1C (configuration not stated) | 3
CCOc1ccc(CCNC(=O)C(CC)n2nc(C)n3c(cc4sccc43)c2=O)cc1OCC (configuration not stated) | -2
C=CCn1c(SCC(=O)NC2CCCCC2)nnc1C1CCCCC1 | -8
CNC(=O)COc1ncnc2sccc12 | 2
CCNc1sc(C(=O)c2cccs2)c(N)c1-c1nc2ccccc2s1 | 9
COc1ccc(-c2nn(-c3ccccc3)cc2C#N)cc1 | -1
C/C(N)=C(/C#N)C(=O)CSc1ccc2c(c1)OCCO2 | -1
COC(=O)c1cnn(-c2cc(Oc3cccc(C)c3)ncn2)c1N | -4
O=C(NNC(=O)c1sccc1-n1cccc1)c1ccccc1 | -3
CCOC(=O)N1CCN(C2=Nc3cccc4cccc2c34)CC1 | 3
O=C(c1nn2cccnc2c1Cl)N1CCN(c2ccccc2)CC1 | 4
CCCN1C(=O)N(C)C(N(O)C(=O)NC)C1(C)C (configuration not stated) | -2
COc1cccc(-c2cc(C(=O)Nc3nc4ccccc4s3)c3ccccc3n2)c1 | -1
COc1ccc(-c2nn[nH]n2)cc1OC | -1
CCOC(=O)CCn1c(=O)c2c(nc(Br)n2Cc2ccccc2)n(C)c1=O | -6
CO/N=C/NC(=O)c1c(OC)ccnc1Oc1ccccc1 | -1
CC1=CCC2C(=O)N(C(C)c3ccccc3)C(=O)C2C1 (configuration not stated) | -4
O=C1CC(N(CCc2ccccc2)C(=S)Nc2cc(Cl)ccc2Cl)C(=O)N1c1c(Cl)cccc1Cl (configuration not stated) | 18
O=C(O)c1ccccc1S(=O)(=O)NCC(O)COC1CCCCC1 (configuration not stated) | -4
COc1ccc(C(=O)/C=C(/C)N(C)C)cc1 | -2
C=CCn1c2ccccc2c2nnc(SCC(=O)Nc3c(C)n(C)n(-c4ccccc4)c3=O)nc21 | -8
CCCCSc1nnc2n(CCc3ccccc3)c(=O)c3c4c(sc3n12)COC(C)(C)C4 | 1
CCOC(=O)[C@H]1[C@H]2COc3cc(OC)ccc3[C@@H]2N2C(=O)N(c3cccc(Cl)c3)C(=O)[C@@]12C | 2
CCCn1nc(NC(=O)c2ccco2)c2cc3ccc(C)cc3nc21 | -4
O=C1CC(=C2c3ccccc3-c3ccccc32)C(=O)N1CCCCN1CCN(c2ccccc2)CC1 | 8
CCS(=O)(=O)NCCc1cc2cc(C)c(C)cc2[nH]c1=O | -4
Cc1ccc(S(=O)(=O)Nc2c(O)ccc3ccccc23)cc1 | 6
COCCCN1C(=O)c2ccc(C(=O)O)cc2C1=O | 5
COc1ccc(CN=Cc2c(C(F)(F)F)[nH][nH]c2=O)cc1 | -3
CCOC(=O)CNC(=O)Cn1c(C)cc2ccccc2c1=O | -6
Cc1nnc(SCC(=O)N2c3ccccc3CC2C)s1 (configuration not stated) | -6
Cc1ccc(C(c2nnnn2C2CCCC2)N2CCN(c3nc4ccccc4s3)CC2)cc1 (configuration not stated) | -1
O=C(CN1C(=O)CCC1=O)Nc1ccc2c3c(cccc13)CC2 | 1
COc1ccc(Cc2nnnn2CC(=O)O)cc1 | -2
CCOc1ccc(CCNC(=O)C(C)n2nc(C)n3c(cc4occc43)c2=O)cc1OCC (configuration not stated) | 0
Nc1c(C(=O)c2ccc(F)cc2)oc2ccccc12 | 4
CC(=O)NCc1ccc(C(=O)CSc2nnc(-c3ccncc3)n2Cc2ccccc2)o1 | -4
More structures follow.
SMILES | miR-122 sensor
CCc1cc2cccc(C)c2nc1SCC(=O)N1CCN(C(=O)c2ccco2)CC1 | 5
O=S(=O)(c1cccs1)N1CN(Cc2ccccc2)c2nc3ccccc3nc21 | 3
CCOc1ccccc1NC(=O)c1cccnc1 | -1
Cc1cc(-n2c(C)cc(C(=O)COC(=O)CN=C3NS(=O)(=O)c4ccccc43)c2C)no1 | 1
Cc1cnc(C(=O)OCC(=O)Nc2ccc(Cl)cc2Cl)cn1 | -8
NC(=O)c1ccc(Cc2ncc(C(F)(F)F)cc2Cl)s1 | -4
COc1ccc2c(c1)SCCC2=O | -4
CCCCn1nnc(NC(=O)c2sc3cc(Cl)ccc3c2Cl)n1 | -1
COc1ccc(OC)c(NC(=O)C2CC(=O)N(c3ccccc3)C2)c1 (configuration not stated) | -2
Cc1cccc(-n2ncc3c2CCCC3NC(=O)CCCN2CCCCC2=O)c1C (configuration not stated) | -5
CCCCNC(=O)COC(=O)c1ccc(Cl)c(S(N)(=O)=O)c1 | -3
Cc1cccc2cc(CN(Cc3ccco3)C(=O)NC3CCCCC3)c(=O)[nH]c12 | -7
O=C(ON=C1CCSCC1)c1ccccc1 | -11
O=C(CCc1ccc(S(=O)(=O)NC2CCCCC2)cc1)N(Cc1ccccc1)Cc1ccccc1 | 99*
CC1=NN(c2ccccc2)C(=O)C1N=Nc1ccc(N)cc1 (configuration not stated) | -6

Reprinted from the part before: 6 compounds, followed by the next part.
SMILES | miR-122 sensor
Cc1cccc(-n2ncc3c2CCCC3NC(=O)CCCN2CCCCC2=O)c1C (configuration not stated) | -5
CCCCNC(=O)COC(=O)c1ccc(Cl)c(S(N)(=O)=O)c1 | -3
Cc1cccc2cc(CN(Cc3ccco3)C(=O)NC3CCCCC3)c(=O)[nH]c12 | -7
O=C(ON=C1CCSCC1)c1ccccc1 | -11
O=C(CCc1ccc(S(=O)(=O)NC2CCCCC2)cc1)N(Cc1ccccc1)Cc1ccccc1 | 99*
CC1=NN(c2ccccc2)C(=O)C1N=Nc1ccc(N)cc1 (configuration not stated) | -6
COc1ccc(-c2nnc(SCC(=O)c3cccs3)o2)cc1 | 9
COc1c(Cl)cc(C(=O)Nc2ccccc2-c2ccccc2)cc1Cl | 3
C=CCN1C(=Nc2ccccc2)SC/C1=C\C(=O)OC | -7
Cc1cc(N2CCCCC2)n2ncc(-c3ccccc3)c2n1 | 10
COc1ccc(OC)c(-n2c(SCC(=O)N3CCc4ccccc43)nc3c(c2=O)SCC3)c1 | -1
CC(=O)Nc1ccc(Oc2nc(-c3cccnc3)nc3sc4c(c23)CCCC4)cc1 | -2
N#CCC(=N)N1CCN(c2cccc(Cl)c2)CC1 | -6
Cc1ccc(-n2c3c(cc(C(=O)NCc4ccco4)c2=O)C(=O)CC(C)(C)C3)cc1 | 10
Cc1cc(Cl)ccc1OC(C)C(=O)N1CCCN(C(=O)C(C)Oc2ccc(Cl)cc2C)CC1 (configuration not stated) | 0
CCOc1ccccc1N(CC(=O)NC1CCCCC1)C(=O)CCCC(=O)Nc1ccccn1 | 5
Cc1cc(NC(=O)Nc2ccc(F)cc2)no1 | -1
Cc1cc(C)c2ccc(NN)nc2c1O | 0
CCOP(=O)(O)c1ccccc1OCCOc1ccccc1P(=O)(O)OCC | 2
Cc1sc2nc3n(c(=O)c2c1C)CCCS3 | -3
Cc1cccc(NC(=O)Cn2cnc3ccc(S(=O)(=O)N4CCC(C)CC4)cc3c2=O)n1 | 6
Cn1ncc(N=Cc2ccccc2)c1C(N)=O | -4
COc1ccc(S(=O)(=O)c2ccc(OC)c(OC)c2)cc1OC | 1
CCN(C1CCCCC1)S(=O)(=O)c1ccc(S(=O)(=O)N(CC(=O)Nc2ccccc2)C2CC2)cc1 | -1
O=C(CSc1ncc(-c2ccccc2)nn1)NCc1ccco1 | -18
COc1ccc(C=NCCCN2CCOCC2)cc1 | 2
CC1=NNC(=O)/C1=C\c1cn(-c2ccccc2)nc1-c1ccc(F)cc1 | -12
Cc1cc(S(=O)(=O)Nc2nc(CN3CCOCC3)nc3sc4c(c23)CCCC4)ccc1F | 4
CCCN1C(=O)/C(=C/c2ccco2)SC1=Nc1ccc(OC)cc1 | -3
COc1ccccc1C(c1nnnn1C(C)(C)C)N1CCN(Cc2ccccc2)CC1 (configuration not stated) | -4
CC(C)(C)N(NC(=O)Nc1ccccc1)C(=O)c1ccccc1Cl | 4
CN1CCN(C(=O)c2ccccc2-c2nc(-c3ccccc3)no2)CC1 | -2
CCC(C)c1ccc(NC(=O)CSc2nncn2N)cc1 (configuration not stated) | -4
CCOc1ccccc1NC(=O)CSc1nccn1-c1ccccc1 | -4
CC(C)(C)n1nnnc1C(c1ccc(C(F)(F)F)cc1)N(Cc1ccccc1)Cc1ccco1 (configuration not stated) | 3
CCOC(=O)C1=NNC(C(=O)c2ccc(C)cc2)C1c1ccc(OC)cc1 (configuration not stated) | 4

6 compounds drawn at random from those above, as already listed:
SMILES | miR-122 sensor
COc1ccccc1C(c1nnnn1C(C)(C)C)N1CCN(Cc2ccccc2)CC1 (configuration not stated) | -4
COc1ccc(S(=O)(=O)c2ccc(OC)c(OC)c2)cc1OC | 1
CC(C)(C)N(NC(=O)Nc1ccccc1)C(=O)c1ccccc1Cl | 4
O=C(CSc1ncc(-c2ccccc2)nn1)NCc1ccco1 | -18
CC(C)(C)n1nnnc1C(c1ccc(C(F)(F)F)cc1)N(Cc1ccccc1)Cc1ccco1 (configuration not stated) | 3
CCCN1C(=O)/C(=C/c2ccco2)SC1=Nc1ccc(OC)cc1 | -3

(further entries)
SMILES | miR-122 sensor
CC(=O)c1ccc(OCCCC(=O)OCC(=O)N2CCN(c3ccccc3)CC2)cc1 | 8
O=C(Nc1cccc(Cl)c1Cl)c1snnc1-c1ccccc1 | 4
O=C(CCCNS(=O)(=O)c1cccc2nsnc12)NC1CCCCC1 | 5
COc1ccc(C(=O)Nc2ccc(S(=O)(=O)N3CCOCC3)cc2)cc1OC | -3
COCCCNC(=O)CCN1C(=O)COc2ccccc21 | 0
O=C(NCc1ccccc1)C(=O)NCC1COc2ccccc2O1 (configuration not stated) | 3
Cc1cc(NC(=O)C2C3C(=O)N(Cc4ccc(Cl)cc4)C(C(=O)NC4CCCCC4)C34C=CC2(C)O4)no1 (configuration not stated) | 18
Cc1cc(N2CCOCC2)ccc1/C=C1\SC(=O)N(C(C)C)C1=O | -6
O=C(NCc1cccs1)C1CCN(c2ccc(S(=O)(=O)N3CCOCC3)cc2Cl)CC1 | 63
CCOCC(=O)Nc1nnc(COCC)s1 | 0

An excerpt; the hit share may differ from the screen's.
